14-3-3g Raf: modulators of 14-3-3 gamma protein binding, primary screen, biochemical, fluorescence polarization; 14-3-3 protein gamma (Homo sapiens), P61981; FP, 14-3-3gamma / TMR-pS259-Raf peptide binding; inhibition, % at 40 µM; 0.19% of 160,000 active; AID 422, 2006; in the data active means inhibition above about 30%;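 further: 0% = protein plus tracer without compound and 100% = blank with tracer alone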
Target sequence (P61981 whole entry, looked up): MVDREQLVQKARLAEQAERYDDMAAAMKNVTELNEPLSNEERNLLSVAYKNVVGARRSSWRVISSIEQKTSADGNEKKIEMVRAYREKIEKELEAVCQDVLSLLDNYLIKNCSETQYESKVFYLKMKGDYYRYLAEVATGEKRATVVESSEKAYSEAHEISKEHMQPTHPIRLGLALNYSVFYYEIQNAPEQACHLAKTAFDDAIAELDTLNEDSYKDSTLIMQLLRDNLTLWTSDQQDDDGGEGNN
Starred values were filed as active, the others as inactive; & = joins results of further samples. These rows are one share of the data; the hit share may differ from the screen's.

SMILES | 14-3-3g Raf
CC(=O)Nc1ccc(S(=O)(=O)NCc2ccc(C(=O)NCCN3CCCCCC3)cc2)cc1 | -10
O=C1CCCc2nn(-c3ccccc3)c(-c3cccnc3)c21 | -13
COc1ccc(-n2nc3cc(C)c(NC(=O)c4cccs4)cc3n2)cc1 | -6
CC(C)(C)n1nnnc1C(c1ccccc1F)N(Cc1ccco1)CC1CCCO1 (stereo not given) | -10
O=C(NCCn1cc(SCc2ccc(C(F)(F)F)cc2)c2ccccc21)c1cccs1 | 0
NS(=O)(=O)c1ccc(NC(=O)C23CC4CC(CC(C4)C2)C3)cc1 | -1
COC(=O)C1=C(C)N(c2cc(C)cc(C)c2)C(=O)C1 | -5
CCn1c(SC)nc2c(c1=O)C1(CCCC1)Cc1ccccc1-2 | -5
COC(=O)c1cc(Cl)c(NC(=O)c2c(-c3ccccc3Cl)noc2C)cc1OC | -20
O=C(c1ccccc1)c1coc2ccc(O)c(Cl)c12 | -7
CCOC(=O)c1ccc(NC2=C(Cl)C(=O)N(c3cccc(C(F)(F)F)c3)C2=O)cc1 | -26
CC12CCC(C(=O)N3CCN(c4ncccn4)CC3)(c3nc4ccccc4nc31)C2(C)C (stereo not given) | 0
Cc1ccc(CCNC(=O)C2CCC(Cn3c(=S)[nH]c4ccccc4c3=O)CC2)cc1 (stereo not given) | 3
CSc1ccc(CN2CCN(Cc3ccc([N+](=O)[O-])cc3)CC2)cc1 | 2
Cc1cc(N2CCOCC2)nc2ccc(NC(=O)C3CCC(C(C)(C)C)CC3)cc12 (stereo not given) | 3
O=S1(=O)CCN2C(=N1)SC1=C2CCN(Cc2ccccc2)C1 | 3
CC1CCc2c(oc3c2cc(NS(=O)(=O)c2ccccc2)c2ccccc23)C1 (stereo not given) | -13
C=CCc1cccc2cc(NC(C)=O)c(=O)oc12 | -4
CCN1C(=O)C(O)(CC(=O)c2ccccc2)c2ccccc21 (stereo not given) | -8
COC(=O)C1C(=O)C2=C(CC1C)NC(C)=C(C(=O)OC1CCCCCC1)C2c1cccc(Cl)c1 (stereo not given) | 2
O=C(Nc1ccccc1)c1cc2cc(Br)ccc2oc1=Nc1ccc(F)cc1 | 1
CCN(CC)c1ccc(NC(=O)c2c(-c3ccccc3Cl)noc2C)cc1 | -30
COCCOC(=O)C1=C(C)NC(=O)NC1c1ccc(F)cc1 (stereo not given) | 0
Cc1ccc(NC(=O)C(N)=O)cc1Cl | -2
O=C(C[n+]1ccccc1)Nc1ccccc1C(=O)O | -12
COc1ccccc1C1CC(c2ccccc2)=NN1c1ccccc1 (stereo not given) | 10
COc1ccc(NC(=O)C2CCN(S(=O)(=O)c3ccc(F)cc3)CC2)cc1OC | 0
CCc1ccc(-c2csc(Nc3ccc(S(=O)(=O)Nc4cc(C)on4)cc3)n2)cc1 | -3
COc1cc(NS(=O)(=O)c2ccc3c(c2)CCN3C(=O)C2CC2)cc(OC)c1 | -8
O=C(Nc1ccc(Cl)cc1)N1CCN(CC=Cc2ccccc2)CC1 | -2
C=CCN(c1ccccc1)S(=O)(=O)c1cc(Br)cc2c1N(C(C)=O)C(C)C2 (stereo not given) | -3
Nc1c(C(=O)Nc2ccc(Cl)cn2)sc2nc3c(cc12)CCC3 | -4
CCCCNC(=O)Cn1c(=O)n(-c2ccc(OCC)cc2)c(=O)c2sccc21 | 0
COc1ccc(NC(=O)C2CCCN(S(=O)(=O)c3cccc4cccnc34)C2)cc1OC (stereo not given) | 0
N#CCCN(C1CCCCC1)S(=O)(=O)CCOc1ccccc1 | -14
COc1ccc(N(C(=O)COc2ccccc2)C2C=CS(=O)(=O)C2)c(OC)c1 (stereo not given) | 1
O=C(CCS(=O)(=O)c1cc(Br)cc2c1N(C(=O)C1CC1)CC2)Nc1cccc(F)c1 | -2
Cc1ccccc1Oc1ncnc(N)c1[N+](=O)[O-] | -5
C[C@H](NC(=O)C1(c2ccccc2)CCN(C(=O)[C@H]2CSCN2C(=O)OC(C)(C)C)CC1)C(=O)O | 5
CC(C)CSc1oc(-c2cccs2)nc1S(=O)(=O)c1ccc(F)cc1 | -165
O=C(COc1ccccc1N1C(=O)C2CCCCC2C1=O)c1ccc(F)cc1 (stereo not given) | -12
O=S(=O)(CC(CN1CCCC1)N1CCCC1)c1ccc2ccccc2c1 (stereo not given) | -5
O=C(CCc1ccccc1)Nc1ccc(S(=O)(=O)N2CCCC2)cc1 | -13
CCOC(=O)c1c(NC(C)=O)sc2c1CCCNC2=O | -1
Cc1ccc(C(=O)Nc2ccc3nn(-c4ccccc4)nc3c2)cc1C | 8
Cc1c(NS(=O)(=O)c2ccc3c4c(cccc24)C(=O)N3)c(=O)n(-c2ccccc2)n1C | -57
COC(=O)CSc1nc2c(c(-c3cccs3)c1C#N)CCC(C(C)(C)C)C2 (stereo not given) | 3
O=[N+]([O-])c1ccc(O)c(C=Nc2cccc(F)c2)c1 | -1
CC1=C(C(=O)OC(C)C(C)(C)C)C(c2ccccc2)NC(=O)N1 (stereo not given) | -14
CCOc1ccc(C(=O)n2cnc3cc(C)c(C)cc32)cc1 | -13
COC(=O)CSc1nc2ccccc2n1CC(=O)N(C(C)C)C(C)C | -8
C=CCN(C(=O)CNC(=O)c1ccco1)C(C(=O)NC1CCCCC1)c1ccc(OC)cc1OC (stereo not given) | -3
CCC(Sc1nc2ccccc2c2nc3ccccc3n12)C(=O)NCc1ccco1 (stereo not given) | -13
CN(C)c1ccc(C2C3=C(CC(c4ccc(Cl)cc4)CC3=O)Nc3ccccc3N2C(=O)C(F)(F)F)cc1 (stereo not given) | 10
CC1(C(=O)Nc2nccs2)Cc2ccccc2C(=O)O1 (stereo not given) | -4
CCOC(=O)C1=C(C)OC(N)=C(C#N)C1c1c(C)nn(-c2ccc(C)cc2)c1Cl (stereo not given) | -22
CCC(=O)N1CCc2cc(Br)cc(S(=O)(=O)N3CCC(C(=O)Nc4cccc(Cl)c4)CC3)c21 | -2
O=C(NCc1ccccc1)c1ccc(Cn2c(=S)[nH]c3ccc(N4CCOCC4)cc3c2=O)cc1 | -13
C=CCn1c(=N)c(C(=O)NCCCOC)cc2c(=O)n3ccccc3nc21 | 0
Cn1cc(C(=O)NC2CCCCCCC2)c(=O)c2cc(S(=O)(=O)N3CCCC3)ccc21 | -10
(cont.)
SMILES | 14-3-3g Raf
COc1ccc(N2C(=O)C(Cl)=C(N3CCN(Cc4ccccc4)CC3)C2=O)cc1 | -7
CCOC(=O)C1=C(C)NC2=C(C(=O)C(C(=O)OC)C(C)C2)C1c1ccc(OC(C)=O)cc1 (stereo not given) | 2
CCN(CC)c1ccc(C2Nc3cccc4cccc(c34)N2)c(O)c1 | -22&-34
COC(=O)c1c(NC(=O)c2cc([N+](=O)[O-])ccc2Cl)sc2c1C(C(=O)OC)CC2 (stereo not given) | 1
COCCNC(=O)Cc1ccc(Br)cc1 | -7
COCc1cc(C)nc(SCC(=O)c2ccc(C)cc2C)c1C#N | -12
CCCCOc1nnc(-c2ccc(OCC)cc2)c2ccccc12 | -1
CCCN1C2CCCC1CC(NC(=O)Nc1cccc(C(C)=O)c1)C2 (stereo not given) | -5
CCCCOc1ccc(-c2nnn(CC(=O)NCc3ccco3)n2)cc1 | -6
CSCC[C@H](NC(=O)OC(C)(C)C)c1nnc(SCC(N)=O)o1 | -10
O=C(CSc1nnnn1C1CCCC1)N1CCCc2ccccc21 | -14
CCOc1ccc(NC(=O)CSc2nc3ccccc3c(=O)n2Cc2ccc3c(c2)OCO3)cc1 | -1
O=C(CSc1nc2ccccc2o1)Nc1ccc(Br)cc1 | -8
CCCCCC1CCC(c2ccc(C(=O)Nc3cccnc3)cc2)CC1 (stereo not given) | -3
NC(=O)C1(N2CCCCC2)CCN(C(=O)CCCn2c(=O)[nH]c3ccc(Br)cc3c2=O)CC1 | -1
Cc1ccc(-c2nnc(-c3ccccc3)o2)cc1Br | 8&-6
O=C(Nc1ccc2c(c1)OCO2)c1cc2ncc(Br)cn2n1 | 2
Cc1ccc(N2CCN(C(=O)C3CCN(S(=O)(=O)c4ccc(Br)s4)CC3)CC2C)cc1 (stereo not given) | -11
O=C(NCc1ccco1)C(NS(=O)(=O)c1cccc2nsnc12)c1ccccc1 (stereo not given) | -10
O=C(O)C(NS(=O)(=O)c1ccccc1)c1ccccc1 (stereo not given) | -9
COC(=O)C1=C(C)Nc2nc(-c3ccccc3)nn2C1c1ccc(C)o1 (stereo not given) | 4
Cc1nnc(NC(=O)Cn2ccnc2)s1 | -3
Cc1cccc(NC(=O)CSc2nnc(CSc3nc(C)cc(C)n3)o2)c1 | -9
O=C1C(=O)N(Cc2ccc(Cc3ccc(CN4C(=O)C(=O)c5ccccc54)cc3)cc2)c2ccccc21 | -3
COc1ccccc1CNC(=O)CN(c1ccccc1OC)S(C)(=O)=O | -1
COc1ccc2c(c1)sc(=NC(=O)c1ccc(S(=O)(=O)N(C)Cc3ccccc3)cc1)n2C | -5
CCOc1ccc(-n2cc(C(=O)N3CCC(C(N)=O)CC3)c3cc(OC)c(OC)cc3c2=O)cc1 | -13
Cc1ccc(C(=O)N(CN2CCCC2=O)c2ccc(F)cc2)cc1C | -4
COc1cc2c(cc1OC)C(C(=O)NCCCN1CCN(C)CC1)C1c3ccccc3CCN1C2=O (stereo not given) | -2
O=C(NCc1cccnc1)c1cc(-c2ccco2)on1 | -4
Cc1cc(NC(=O)c2cc3nc4c(c(C(F)(F)F)n3n2)CCc2ccccc2-4)no1 | -10
COc1ccccc1-c1noc(CCC(=O)Nc2cccc(C(F)(F)F)c2)n1 | -9
COc1ccc(/C(O)=C2\C(=O)C(=O)N(c3nnc(C)s3)C2c2ccc(F)cc2)cc1 (stereo not given) | -9
Cc1cccc2nc(Cn3c(=O)n(-c4ccccc4)c(=O)c4c5c(sc43)CCCC5)cc(=O)n12 | -20
Cc1csc(NC(=O)CNS(=O)(=O)c2cccs2)n1 | -1
Cc1ccc(C)c2[nH]c(=O)c(CCNC(=O)c3ccc4c(c3)OCO4)cc12 | -5
COCCCNC(=O)c1ccc(CS(=O)(=O)c2ccc(OC)cc2)o1 | 6
COCCNC(=O)c1nn(-c2cccc(OC)c2)c(=O)c2ccccc12 | -1
NS(=O)(=O)c1ccc(CCn2c(=S)[nH]c3ncccc3c2=O)cc1 | 0
COC(=O)Nc1ccc(Oc2ccccc2)cc1 | -7
CN(CC(=O)NCCc1ccc(S(N)(=O)=O)cc1)S(=O)(=O)c1ccc(Br)s1 | -1
COc1ccc(C2CC(c3ccc(F)cc3)Nc3nc(N)nn32)cc1OC (stereo not given) | -3
Cc1nn2c3c(cnc2c1-c1ccccc1)C(=O)CC(c1ccco1)C3 (stereo not given) | -13
O=C(Nc1cnn(C23CC4CC(CC(C4)C2)C3)c1)c1cnn2cccnc12 | 1
COc1ccc(CCN(C)C2CC(=O)N(c3ccc(OC(F)(F)F)cc3)C2=O)cc1OC (stereo not given) | -7
CCOC(=O)c1ccc(NC(=O)C2CC(=O)N(c3ccc(F)cc3)C2)cc1 (stereo not given) | 4
NS(=O)(=O)c1ccc2c(c1)C1C=CCC1C(c1ccc([N+](=O)[O-])cc1)N2 (stereo not given) | -31
Fc1ccc(Nc2c(-c3ccccn3)nc3ccc(Br)cn23)cc1 | 12
O=C(Nc1c2c(nn1-c1ccc(F)cc1)CS(=O)C2)C1CC1 (stereo not given) | 0
O=C(O)CCC(=O)N1N=C(c2ccccc2)CC1c1cc2cc3c(cc2nc1Cl)OCO3 (stereo not given) | -3
O=C(Nn1cnc2ccccc2c1=O)c1ccccc1Cl | -4
CCOc1ccc(S(=O)(=O)N2CCN(C)CC2)c(C)c1C | -5
Cc1ccc(C)c(NC(=O)CSc2nnc(-c3ccccc3C)o2)c1 | -1
CCC(=O)Nc1cccc(-c2nnc(SCC(=O)NCc3ccco3)n2C)c1 | 6
O=C(C1CC1)N(CCc1ccccc1)Cc1nc2ccccc2c(=O)[nH]1 | -3
O=c1[nH]c(-c2ccco2)nc2sc3c(c12)CCCC3 | -65
COc1cc([C@@H]2[C@H]3CN(C)CC=C3C(C#N)=C(N)C2(C#N)C#N)cc2c1OCO2 | -17
COC(=O)c1cc(C(=O)NCc2ccccn2)cc([N+](=O)[O-])c1 | 3
CCOC(=O)CSc1nc2nc(C)cc(C)n2n1 | -4
COc1ccc(OC)c2[nH]c(=O)c(CCNC(=O)c3ccc(Cl)c([N+](=O)[O-])c3)cc12 | 0
CCC1C2CN(C(C)=O)CC=C2C(C#N)=C(N)C1(C#N)C#N (stereo not given) | 0
N#CCNC(=O)c1ccccc1Br | -13

Structural class, those above containing a furan ring, fused or not (13)
SMILES | 14-3-3g Raf
CC(C)(C)n1nnnc1C(c1ccccc1F)N(Cc1ccco1)CC1CCCO1 (stereo not given) | -10
O=C(c1ccccc1)c1coc2ccc(O)c(Cl)c12 | -7
CC1CCc2c(oc3c2cc(NS(=O)(=O)c2ccccc2)c2ccccc23)C1 (stereo not given) | -13
C=CCN(C(=O)CNC(=O)c1ccco1)C(C(=O)NC1CCCCC1)c1ccc(OC)cc1OC (stereo not given) | -3
CCC(Sc1nc2ccccc2c2nc3ccccc3n12)C(=O)NCc1ccco1 (stereo not given) | -13
CCCCOc1ccc(-c2nnn(CC(=O)NCc3ccco3)n2)cc1 | -6
O=C(NCc1ccco1)C(NS(=O)(=O)c1cccc2nsnc12)c1ccccc1 (stereo not given) | -10
COC(=O)C1=C(C)Nc2nc(-c3ccccc3)nn2C1c1ccc(C)o1 (stereo not given) | 4
O=C(NCc1cccnc1)c1cc(-c2ccco2)on1 | -4
COCCCNC(=O)c1ccc(CS(=O)(=O)c2ccc(OC)cc2)o1 | 6
Cc1nn2c3c(cnc2c1-c1ccccc1)C(=O)CC(c1ccco1)C3 (stereo not given) | -13
CCC(=O)Nc1cccc(-c2nnc(SCC(=O)NCc3ccco3)n2C)c1 | 6
O=c1[nH]c(-c2ccco2)nc2sc3c(c12)CCCC3 | -65
